# b-catenin transl: beta-catenin nuclear translocation modulation. AID 1665. HeLa beta-catenin nuclear translocation, immunofluorescence imaging. nuclear translocation activity, % at 5 µM. 190,000 compounds, 0.3% hits;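 active = nuclear translocation activity above 50% at 5 µM, with a well cell count of 50 or more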;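 note: per-cell ratio of nuclear to cytoplasmic median beta-catenin stain intensity; plate controls were DMSO negative control for no effect and GSK-3 inhibitor IX positive control for full effect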
#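 System: HeLa cells, endogenous beta-catenin; compound dosing: 5 µM primary single dose, 0.1% DMSO, 0.02–20 µM confirmation series; incubation: 24 h compound exposure at 37°C, 5% CO2; signal: beta-catenin immunofluorescence imaging with DAPI; evaluation: % activation, nuclear-to-cytoplasmic median beta-catenin signal ratio per cell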
# MT stabilize HCS: microtubule stabilization, imaging screen | HeLa tubulin immunostaining HCS, 24 h; share of cells brighter than vehicle mean+2SD | % tubulin-high responders, % at 10 µM | 200,000 compounds, 0.83% hits | AID 2205;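 active = plate Z-score above 3 for both tubulin-high and condensed-nucleus cell shares, with cell loss under 80%, at 10 µM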;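 note: anti alpha tubulin signal scored within the nucleus-defined area of each cell; some results filed as inactive read as strong as hits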
# Lipid droplet: hepatic lipid droplet formation modulation; AML12 mouse hepatocytes, oleate lipid droplets, BODIPY imaging; inhibition, % at 6.5 µM; 240,000 compounds, 0.4% hits; AID 1656;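 active = lipid droplet intensity inhibited by at least 50%, with more than 500 cells counted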
#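 Assay system: AML12 mouse liver cells | Compound dosing: One dose, 6.5 µM compound | Read-out basis: Droplet intensity reduction, % inhibition | Measured by: Fluorescence imaging, 20x objective, two fields per well | Schedule: Overnight treatment with compound plus oleate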
# CSM14.1 death rescue: protection against thapsigargin-triggered cell killing – 384-well, CSM14.1, ATP luminescence, primary screen (AID 1222). CSM14.1 thapsigargin-induced death rescue, ATP luminescence; higher % means a stronger effect. cellular ATP content (survival), % at 20 µM; hits with a dose series show EC50 in µM. 190,000 tested, under 10 active;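 active = EC50 below 50 µM in the dose-response confirmation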;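 note: death triggered by thapsigargin at about 15 µM added after 2 h compound pretreatment; cell ATP read after overnight thapsigargin exposure of roughly 18 to 22 hours; normalized against plate controls of thapsigargin alone and 5% DMSO vehicle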
# XIAP displacement: small molecules displacing peptide from XIAP – biochemical, IAP family, fluorescence polarization (AID 1018); 200,000 compounds, 0.007% hits; displacement, % at 20 µM; hits with a dose series show IC50 in µM; XIAP BIR domain, fluorescence polarization peptide displacement; higher % means a stronger effect; in the data active = displacement above about 50%; note: a part of the inactive calls stands beside numbers as strong as those of hits
# WT yeast gro inh: growth inhibition of WT yeast, mitochondrial fusion screen; mitochondrial fusion phenotypic screen, WT strain; inhibition, % at 10 µM; 190,000 compounds, 2.1% hits; in the data active = inhibition above about 58%; tested in S. cerevisiae
# Autophagy mod: modulators of autophagy. AID 463193. calls only at 10 µM (by protocol). MEF GFP-LC3 puncta imaging; test concentration mostly 10 µM. 190,000 compounds, 0.98% hits;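 active = percentage of spot-positive cells more than 3 SD above its plate mean, without a fluorescence outlier flag or 80% toxicity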;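 note: spot-positive cell cutoff set from DMSO-treated cells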
# Dynein cargo inh: blocks dynein driven cargo transport along microtubules; z-score, hits read low; 220,000 compounds, 0.47% hits; 3617.4 mouse cells, GR-EGFP nuclear translocation imaging; test concentration mostly 20 µM; stimulated with dexamethasone, 1 µM; hits give low values;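 active = plate z-score of nuclear minus cytoplasmic receptor signal below a set negative limit, without overly bright fluorescence or cell loss, cut at about -3.5 in these data, passing the limit was not always enough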;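 note: z-score of nuclear minus cytoplasmic ring GR-EGFP intensity difference per well; some compounds called inactive have numbers as strong as hits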
#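 Also added – dexamethasone, 1.0 µM final · Buffer or medium – tet-free, stripped-serum medium · Schedule – induction 48 h, compound 1 h, agonist 30 min · Detection – formaldehyde fixation, Hoechst nuclear stain, 10x automated fluorescence imaging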
# Ins promoter up: MIN6 insulin promoter up-regulation | MIN6 insulin promoter-GFP reporter, high-content imaging; hits give high values | z-score at 5 µM | 190,000 compounds, 0.3% hits | AID 1625;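 active = z-score above 3 at 5 µM with at least 500 cells counted in the well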
# WT yeast gro inh mutant strain: second read-out of WT yeast gro inh, no call of its own (marks repeat the call); inhibition, %; mitochondrial fusion phenotypic screen, mutant strain inhibition
# Dynein cargo inh cytoplasmic EGFP: further read-out of Dynein cargo inh, marked with its call; z-score; measured here: cytoplasmic GR-EGFP intensity; hits give high values
# Dynein cargo inh nuclear GR-EGFP: second read-out of Dynein cargo inh, no call of its own (marks repeat the call); z-score; measured here: nuclear GR-EGFP intensity;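 lower value marks the stronger effect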
# Dynein cargo inh cell count: also measured in Dynein cargo inh; calls as there; z-score; measured here: cell count per field
# Ins promoter up cell count: further read-out of Ins promoter up, marked with its call; cell count; measured here: cytotoxicity, nuclei count;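 total cells summed across four imaged fields per well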
# Lipid droplet cells 6.5 µM: recorded beside Lipid droplet, whose call it bears; cell count; measured here: cell count, cytotoxicity flag;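 cells counted across two imaged fields per well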
# b-catenin transl cell count 5 µM: recorded beside b-catenin transl, whose call it bears; cell count; measured here: cell count, cytotoxicity flag
# MT stabilize HCS Hoechst-high %: recorded beside MT stabilize HCS, whose call it bears; % Hoechst-high responders; measured here: nuclear condensation Hoechst responders;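 share of cells brighter than vehicle mean plus two SD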
# MT stabilize HCS cytotoxicity %: further read-out of MT stabilize HCS, marked with its call; toxicity, %; measured here: cytotoxicity by cell density;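 0% = mean cell density of plate MIN control wells and 100% = no cells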
# Autophagy mod cell loss 18 h: recorded beside Autophagy mod, whose call it bears; toxicity, %; measured here: cell loss, nuclei count;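 cell loss after 18 h compound exposure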
# * = called active by the depositor; i = inactive; . = not tested or not shown.
mol	b-catenin transl	b-catenin transl cell count 5 µM	MT stabilize HCS	MT stabilize HCS Hoechst-high %	MT stabilize HCS cytotoxicity %	Lipid droplet	Lipid droplet cells 6.5 µM	CSM14.1 death rescue	XIAP displacement	WT yeast gro inh	WT yeast gro inh mutant strain	Autophagy mod	Autophagy mod cell loss 18 h	Dynein cargo inh	Dynein cargo inh cytoplasmic EGFP	Dynein cargo inh nuclear GR-EGFP	Dynein cargo inh cell count	Ins promoter up	Ins promoter up cell count
N#Cc1c(-c2ccc(Br)cc2)cc(-c2cccnc2)nc1N	2.5	855	7.6	3.7	7.6	2.6	588	-0.8%	-1.8%	-10.0	-4.2	i	-7.1	-0.769	-0.303	-0.529	0.594	-0.19	1138
Cc1cc(C)nc(Sc2c(C)n[nH]c2C)n1	-5.1	1021	3.0	1.2	5.6	.	.	1.1%	2.1%	-2.4	6.6	i	-2.0	0.0862	-0.189	-0.177	0.0659	-0.76	1424
CCOCCCNC(=S)N1CCCN(c2nc3cc(C)cc(C)c3cc2C#N)CC1	0.7	1594	2.5	2.0	11.6	-3.9	697	1.6%	-4.6%	51.4	10.6	i	-10.6	-0.507	-0.192	-0.381	-0.56	.	.
COc1ccccc1CNC(=O)CCNC(=O)Cn1ccc2ccccc2c1=O	.	.	3.3	2.4	6.0	-9.2	659	-1.0%	0.1%	11.3	19.8	i	-0.4	-0.0343	-0.199	0.488	-0.123	0.76	1250
CCCS(=O)(=O)N1CCC(C(=O)NCCCOCC)CC1	1.4	1416	1.9	2.2	5.9	.	.	-1.0%	-17.7%	13.3	-13.5	i	11.7	0.75	0.0227	0.625	-0.473	2.34	1356
c1csc(CCNc2ncnc3sc4c(c23)CCC4)c1	.	.	3.7	1.6	11.7	.	.	1.1%	-7.7%	12.1	9.9	i	-2.0	-0.0281	-0.208	0.0757	0.153	0.34	959
O=C(O)CN=C(NS(=O)(=O)c1ccc(Cl)cc1)c1ccc(F)cc1	0.7	1500	1.5	1.4	9.3	8.0	682	-0.1%	2.3%	-0.4	5.9	i	12.8	-0.687	-0.276	-0.256	0.205	0.2	1477
CC1CN(Cc2csc(-c3ccc(Cl)cc3)n2)CC(C)O1 (stereo not drawn)	2.2	1063	4.0	2.2	5.4	-17.3	714	.	-7.9%	-22.9	20.1	i	-2.1	-1.09	-0.187	-0.6	0.279	-0.34	1092
COc1cccc(-c2nnc(NC(=O)c3ccccc3Br)o2)c1	0.0	1175	.	.	.	-14.0	787	.	.	3.8	1.6	.	.	-0.594	-0.782	-0.0139	0.233	1.89	878
COc1ccc(NC(=O)c2cc(Cl)ccc2Cl)c([N+](=O)[O-])c1	-4.0	564	3.0	3.4	4.5	-0.5	622	4.1%	0.0%	1.0	13.8	i	-4.6	-0.413	-0.3	-0.46	0.742	0.39	1383
CC1(C)C2CCC(C2)C1(C)NC(=O)CNCc1cccs1 (stereo not drawn)	-2.6	1063	2.6	1.8	6.4	0.7	666	2.2%	-3.8%	-11.3	-12.4	i	7.6	0.382	-0.178	0.096	0.523	0.45	1362
Cc1ccccc1OCC(=O)OC1CCN(C)CC1	-0.7	1423	2.8	1.7	7.4	.	.	0.0%	-1.7%	-5.3	-12.6	i	-1.7	1.45	-0.039	-0.381	-0.174	8.59*	1518*
CN(C)/C=C/C(=O)c1ncc(C(F)(F)F)cc1Cl	-1.4	1107	3.2	2.7	5.0	.	.	0.8%	-5.9%	-4.4	-23.0	i	-3.2	-0.44	-0.177	-0.167	0.255	0.43	1232
Cc1ccc(S(=O)(=O)N(C)C)cc1NC(=O)CSc1ncc(C(F)(F)F)cc1Cl	-1.9	974	1.8	1.8	4.5	-3.7	742	1.0%	-1.2%	7.3	2.4	i	6.7	0.736	-0.249	0.471	0.0169	-0.22	1433
Nc1c(N2CCOCC2)cc(Cl)c2nonc12	-5.4	950	2.9	1.4	3.7	.	.	-1.5%	-10.5%	-2.4	5.8	i	-5.5	3.35	0.711	2.03	-2.22	-0.5	1306
CCCCc1ncc(CN2CCC(CC3CCCCO3)(C(=O)OCC)CC2)[nH]1 (stereo not drawn)	-0.3	1435	3.3	1.7	7.5	-18.0	642	-0.6%	-8.6%	8.1	5.2	i	28.8	1.74	-0.18	1.61	-1.28	-0.24	1458
Cc1ccc(C)c(NC(=O)/C(C#N)=C/c2ccc(Sc3nncn3C)c([N+](=O)[O-])c2)c1	-1.3	934	3.2	2.4	5.2	-8.0	585	-1.8%	-2.9%	-2.9	-8.6	i	1.3	-0.607	-0.0914	-0.54	0.0722	-0.03	1251
NNC(=S)NC1CCCCC1	1.0	1157	3.1	2.3	6.5	13.9	684	0.0%	-2.8%	11.2	19.7	i	12.6	0.464	-0.329	0.215	0.407	-0.9	1447
Cc1ccc(NC(=O)C(=O)NCc2ccc(/C=N/NC(=O)c3c(C)nc4cc(C)ccn34)o2)cc1	3.6	901	6.5	2.3	14.8	-11.1	564	-1.6%	-5.4%	-5.8	-13.9	i	-9.5	-0.337	0.254	-0.114	0.251	0.95	1310
Nc1c(C(=O)NCc2ccccc2)nnn1Cc1cccc(Cl)c1	.	.	1.9	2.3	4.0	.	.	-1.3%	1.0%	10.0	-5.6	i	4.1	-0.629	-0.196	-0.32	0.251	0.82	976
O=C(O)C1CC=CCC1C(=O)NCCCCc1ccccc1 (stereo not drawn)	-2.9	1048	2.2	1.6	6.4	16.3	649	-0.6%	-6.2%	-0.6	0.7	i	19.7	-0.804	-0.261	-0.405	0.617	0.23	1579
CCN(CC)Cc1csc(C(N)=O)c1	.	.	2.8	1.8	5.6	-15.1	695	-2.3%	-4.3%	-27.6	-16.1	i	-3.6	0.198	-0.252	-0.0407	0.221	-0.14	1019
CC(C)(C)c1ccc(C(=O)N2CCCN(C(=O)c3ccc(C(C)(C)C)cc3)CC2)cc1	-1.7	615	1.3	2.5	11.6	5.3	617	-1.2%	-4.2%	35.7	6.6	i	-1.6	0.235	-0.214	0.431	-0.892	-0.46	1298
CCS(=O)(=O)N1Cc2ccccc2CC1C(=O)NC(C)C12CC3CC(CC(C3)C1)C2 (stereo not drawn)	-3.0	1215	1.6	0.7	9.6	-3.8	761	-1.2%	-3.8%	13.0	11.5	i	3.0	-0.985	0.0834	-0.208	0.474	-0.29	817
Cc1nnc2n(-c3ccccc3)c(=O)c3c4c(sc3n12)COC(C(C)C)C4 (stereo not drawn)	-1.1	1049	2.2	1.4	5.9	-3.1	669	-1.6%	-2.7%	-20.9	-20.5	i	44.5	1.3	-0.186	0.653	-0.862	.	.
Cc1cnc(NC(=O)CSc2nc3ccccc3c(=O)[nH]2)s1	-6.4	489	2.7	1.2	11.1	0.4	733	-0.3%	-5.2%	-3.0	0.1	i	1.7	2.23	-0.257	1.23	-0.347	.	.
Nc1ccc2nc(-c3ccccn3)[nH]c2c1	-1.9	556	4.5	2.7	7.7	-2.4	734	-3.6%	-3.8%	7.8	16.4	i	-4.5	2.29	-0.282	1.18	0.541	.	.
CC(C)Oc1ccc(Cc2c(O)nc(NCCCN(C)C)[nH]c2=O)cc1	-0.6	1183	2.8	1.5	8.8	11.4	749	-1.6%	-4.5%	14.9	3.9	i	-1.2	-0.294	-0.162	0.1	-0.0369	.	.
Cc1cc(NC(=O)CSCCc2ccncc2)no1	-1.0	559	3.6	1.2	13.7	-3.1	699	-4.2%	-9.1%	7.0	4.4	i	16.9	0.028	-0.241	0.736	0.129	0.85	1140
CCCCn1c(SCC(=O)Nc2cccc(OC)c2)nc2ccc(N3CCOCC3)cc2c1=O	.	.	3.4	2.6	8.9	9.1	670	-2.2%	-2.5%	-1.4	-3.6	i	10.3	-0.0633	-0.167	0.169	0.255	-1.99	1147
NC(=O)CN(c1ccccc1)C1SC(=O)N(Cc2ccccc2)C1=O (stereo not drawn)	-0.4	1003	1.6	1.2	11.2	.	.	-3.1%	-4.0%	-1.0	-7.6	i	48.4	-0.434	-0.149	-0.117	0.265	0.46	1222
O=c1c2cnn(-c3ccc(F)cc3)c2ncn1Cc1cccnc1	-1.5	737	2.8	1.9	5.5	.	.	-1.0%	-2.6%	1.8	10.7	i	-18.6	-0.46	-0.201	-0.136	0.423	-0.04	1198
CCn1c(=O)c(C(=O)CN2c3ccccc3CC2C)c(N)n(Cc2ccccc2)c1=O (stereo not drawn)	3.5	1132	5.1	1.2	9.2	-30.8	603	-2.2%	-12.6%	4.1	-0.2	i	10.5	-0.707	-0.263	-0.412	0.737	0.03	1345
COC(=O)c1cc(-c2ccc(Br)cc2)n[nH]1	.	.	1.3	2.6	8.5	6.8	753	0.1%	-6.4%	-9.5	-18.8	i	-1.1	-0.787	-0.291	-0.455	0.856	0.01	899
CC(C)NCC(O)COC1C2CC3CC(C2)CC1C3 (stereo not drawn)	-1.5	1046	4.8	2.5	6.3	-0.1	774	-2.2%	-5.2%	-3.8	7.9	i	-8.1	-0.288	-0.254	0.00689	0.369	0.35	1388

# Assay outcomes as filed in PubChem BioAssay.

# Hits appear at their usual frequency. Share with any hit: about 4%.
